Mtb BioA inh: BioA (M. tuberculosis) enzyme inhibition. inhibition, % at 9.99 µM. 360,000 tested, 0.096% active. purified M. tuberculosis BioA enzyme, plate reader; in the data active means inhibition above about 40%
* marks the source's active call; other numbers are inactive results. The list is partial, so the mix of outcomes need not match the whole.

SMILES	Mtb BioA inh
COc1ccc(C#Cc2ccc3c(c2)[C@@H]2[C@@H](CCN2C(=O)c2ccccn2)[C@@H](CO)N3)cc1	-3.4
C/C=C/c1ccc([C@H]2[C@H]3CN(S(=O)(=O)c4ccccc4)CCCCN3[C@H]2CO)cc1	0.8
O=C(Nc1ccccc1F)N[C@@H]1CC[C@H](CCNS(=O)(=O)c2ccc(Cl)cc2)O[C@H]1CO	3.6
CO[C@@H]1CN(C)C(=O)c2cc(NC(=O)NC(C)C)ccc2OC[C@H](C)N(CC2CC2)C[C@H]1C	-1.6
CCCNC(=O)[C@H]1[C@H](CO)[C@H]2Cn3c(ccc(-c4ccccc4OC)c3=O)[C@H]2N1C(=O)CC	1.9
COc1ccc(CN(C)C[C@H]2OCCCC[C@@H](C)Oc3ccc(NC(=O)C4CCCCC4)cc3C(=O)N([C@H](C)CO)C[C@H]2C)cc1	-3.2
COc1ccc(C#Cc2ccc3c(c2)[C@H]2[C@H](CCN2C(=O)c2ccccc2F)[C@H](CO)N3)cc1	-0.4
CCC(=O)Nc1ccc2c(c1)C(=O)N(C)[C@H]1CC[C@@H](CC(=O)N[C@H](C)c3ccccc3)O[C@@H]1CO2	-4.0
CN1CCN(C(=O)C[C@H]2CC[C@@H](NC(=O)Nc3ccccc3F)[C@@H](CO)O2)CC1	5.3
CN(C)C(=O)c1ccc(-c2ccc([C@@H]3[C@H]4CN(CCC(F)(F)F)CCCCN4[C@H]3CO)cc2)cc1	-0.5
C[C@H](CO)N1C[C@H](C)[C@H](CN(C)Cc2cncnc2)Oc2cc(-c3cncnc3)ccc2S1(=O)=O	1.0
COCCNC(=O)C[C@H]1C=C[C@H](NS(=O)(=O)c2ccc(C)cc2)[C@H](CO)O1	-2.4
Cc1cccc(-c2ccc([C@@H]3[C@H]4CN(S(=O)(=O)c5cccc(C)c5)CCCCN4[C@H]3CO)cc2)c1	-4.5
CCCN(C)C[C@H]1Oc2cc(C#Cc3ccc(F)cc3)ccc2S(=O)(=O)N([C@@H](C)CO)C[C@H]1C	3.0
O=C(N[C@H]1CC[C@H](CCNC(=O)C2CC2)O[C@@H]1CO)c1ccncc1	-1.4
COCC(=O)N1[C@H](CO)[C@H](c2ccccc2)[C@@H]1C#N	0.1
CC(C)NC(=O)Nc1cccc2c1O[C@H](CN(C)Cc1ccc(C(=O)O)cc1)[C@H](C)CN([C@@H](C)CO)C2=O	-4.2
C[C@@H]1CN([C@H](C)CO)C(=O)Cc2cc(NC(=O)C3CCCCC3)ccc2O[C@H]1CN(C)C(=O)Nc1ccc2c(c1)OCO2	5.3
COc1ccc(S(=O)(=O)Nc2cccc3c2O[C@H](CN(C)Cc2ccc(Cl)c(Cl)c2)[C@@H](C)CN([C@@H](C)CO)C3=O)cc1	-0.1
CO[C@H]1CN(C)C(=O)c2ccc(NC(C)=O)cc2OC[C@H](C)N(C(=O)c2ccccc2)C[C@@H]1C	-1.7
CCC(=O)N1[C@@H]2CN(C(=O)Nc3ccc(Cl)cc3)c3ccccc3[C@@H]2[C@@H]1CO	1.3
C[C@H]1CN([C@@H](C)CO)C(=O)c2cc(-c3ccc(C#N)cc3)cnc2O[C@H]1CN(C)C(=O)CN(C)C	-2.5
C[C@H]1CCCCO[C@H](CN(C)Cc2ccc(C(F)(F)F)cc2)[C@@H](C)CN([C@@H](C)CO)C(=O)c2cc(NS(=O)(=O)c3cccs3)ccc2O1	-2.3
C[C@H](CO)N1C[C@H](C)[C@H](CN(C)Cc2ccc(-c3ccccc3)cc2)Oc2ccc(NC(=O)Nc3ccccc3)cc2CC1=O	-6.3
COc1ccc(NC(=O)N(C)C[C@H]2OCCCC[C@@H](C)Oc3ccc(NS(=O)(=O)c4ccccc4)cc3C(=O)N([C@H](C)CO)C[C@@H]2C)cc1	2.1
O=C(Nc1ccc(Cl)cc1)N[C@@H]1CC[C@@H](CCn2cc(-c3ccccc3F)nn2)O[C@@H]1CO	-1.6
O=C(NCC1CCCCC1)[C@H]1[C@H](CO)[C@H]2Cn3c(cccc3=O)[C@@H]1N2C(=O)c1cccnc1	1.1
CCCC(=O)Nc1ccc2c(c1)OC[C@H](C)N(Cc1ccncc1)C[C@@H](C)[C@H](OC)CN(C)C2=O	-2.7
O=S(=O)(c1ccccc1)N1CCCCN2[C@H](CO)[C@H](c3ccc(C#CC4CCCC4)cc3)[C@H]2C1	3.2
Cc1noc(C)c1S(=O)(=O)Nc1ccc2c(c1)C(=O)N([C@H](C)CO)C[C@@H](C)[C@@H](CN(C)C(=O)Nc1ccc(F)cc1)OCCCC[C@@H](C)O2	-0.9
O=C(C[C@H]1C=C[C@@H](NC(=O)C2CC2)[C@@H](CO)O1)Nc1nccs1	-0.3
CC(C)NC(=O)N(C)C[C@@H]1OCCCC[C@@H](C)Oc2ccc(NC(=O)c3ccncc3)cc2C(=O)N([C@H](C)CO)C[C@@H]1C	3.2
C[C@@H]1CN([C@H](C)CO)C(=O)c2cc(NC(=O)Cn3cnnn3)ccc2O[C@H]1CN(C)S(=O)(=O)c1cccs1	14
COc1ccc(CN2[C@@H]3CN(C(=O)c4ccccc4)c4ccccc4[C@@H]3[C@@H]2CO)cc1	-1.5
C[C@H]1CN([C@@H](C)CO)C(=O)c2cc(NC(=O)Nc3cccc4ccccc34)ccc2O[C@@H]1CN(C)Cc1ccc2c(c1)OCO2	-1.4
CN1C(=O)c2cc(NC(=O)C3CCOCC3)ccc2OC[C@H]2O[C@H](CC(=O)NCCc3ccncc3)CC[C@@H]21	0.2
Cc1ccccc1-c1ccc([C@H]2[C@@H](CO)N3CCCCN(C(=O)Nc4ccc(F)cc4)C[C@H]23)cc1	-1.7
C[C@H](O)C#Cc1ccc2c(c1)O[C@H](CN(C)C(=O)C1CC1)[C@H](C)CN([C@@H](C)CO)S2(=O)=O	-0.4
C[C@H](CO)N1C[C@H](C)[C@H](CN(C)Cc2ccccc2F)Oc2cc(C3=CCCC3)ccc2S1(=O)=O	-0.5
C[C@@H]1CCCCO[C@@H](CN(C)C(=O)Nc2ccccc2)[C@@H](C)CN([C@H](C)CO)C(=O)c2cc(NC(=O)Nc3cccc4ccccc34)ccc2O1	-2.0
O=C(N[C@@H]1CC[C@@H](CC(=O)N2CCOCC2)O[C@@H]1CO)c1ccc2c(c1)OCO2	-1.1
CO[C@H]1CN(C)C(=O)c2ccc(NC(=O)c3ccccc3)cc2OC[C@@H](C)N(C(C)=O)C[C@@H]1C	-5.2
COCC(=O)N(C)C[C@H]1Oc2cc(C#CC3CC3)ccc2S(=O)(=O)N([C@@H](C)CO)C[C@@H]1C	-0.2
C[C@@H]1CN([C@@H](C)CO)C(=O)c2cc(-c3ccccc3)cnc2O[C@H]1CN(C)Cc1ccccn1	-2.3
O=C(C[C@@H]1CC[C@@H](NC(=O)c2ccccc2)[C@@H](CO)O1)NCc1ccncn1	-0.1
O=C(C[C@@H]1CC[C@H]2[C@@H](COC[C@H](O)CN2Cc2cccc(Cl)c2)O1)NCC1CCCCC1	1.1
C[C@@H]1CN([C@H](C)CO)C(=O)c2cc(NC(=O)NC3CCCCC3)ccc2O[C@H]1CN(C)Cc1ccc(C(F)(F)F)cc1	-1.0
CNC(=O)C[C@H]1CC[C@@H]2[C@@H](COc3ccc(NC(=O)c4ccc(OC)cc4)cc3C(=O)N2C)O1	7.4
C[C@H](CO)N1C[C@H](C)[C@@H](CN(C)Cc2ccccn2)Oc2ncc(C#Cc3ccccc3)cc2C1=O	0.1
Cc1noc(C)c1NC(=O)N(C)C[C@@H]1Oc2ccc(NC(=O)C3CCCCC3)cc2C(=O)N([C@H](C)CO)C[C@H]1C	-0.7
O=C(C1CCOCC1)N1CC[C@@H]2[C@H](CO)Nc3ccc(-c4cccc(F)c4)cc3[C@@H]21	-1.1
C[C@@H]1CCCCO[C@@H](CN(C)Cc2ccc(C(F)(F)F)cc2)[C@H](C)CN([C@H](C)CO)C(=O)c2cc(NC(=O)CCCN(C)C)ccc2O1	7.1
C[C@@H]1CN([C@H](C)CO)C(=O)c2cccc(NC(=O)Nc3ccccc3)c2O[C@H]1CN(C)Cc1ccc(-c2ccccc2)cc1	1.3
Cc1noc(C)c1NC(=O)N(C)C[C@H]1Oc2c(NC(=O)NC(C)C)cccc2C(=O)N([C@@H](C)CO)C[C@H]1C	-0.7
Cc1noc(C)c1NC(=O)Nc1ccc2c(c1)C(=O)N([C@H](C)CO)C[C@H](C)[C@@H](CN(C)C(=O)Nc1ccccc1)OCCCC[C@H](C)O2	1.7
C[C@@H]1CN([C@@H](C)CO)C(=O)c2cccc(NS(=O)(=O)c3ccc(F)cc3)c2O[C@H]1CN(C)CC1CCCCC1	1.8
OC[C@H]1[C@H]2c3ccccc3NC[C@H]2N1CC1CCOCC1	4.1
C[C@@H]1CCCCO[C@@H](CN(C)S(=O)(=O)c2ccccc2)[C@@H](C)CN([C@H](C)CO)C(=O)c2cc(NS(=O)(=O)c3cn(C)cn3)ccc2O1	-1.9
C[C@@H](NC(=O)C[C@H]1C[C@H]2c3cc(NS(=O)(=O)c4ccc(F)cc4)ccc3O[C@H]2[C@@H](CO)O1)c1ccccc1	0.2
C[C@H]1CN([C@@H](C)CO)S(=O)(=O)c2ccc(C3=CCCC3)cc2O[C@@H]1CN(C)CC1CCOCC1	-1.8

Copied from the listing (12 entries):
SMILES	Mtb BioA inh
O=C(C[C@@H]1CC[C@H]2[C@@H](COC[C@H](O)CN2Cc2cccc(Cl)c2)O1)NCC1CCCCC1	1.1
C[C@@H]1CN([C@H](C)CO)C(=O)c2cc(NC(=O)NC3CCCCC3)ccc2O[C@H]1CN(C)Cc1ccc(C(F)(F)F)cc1	-1.0
CNC(=O)C[C@H]1CC[C@@H]2[C@@H](COc3ccc(NC(=O)c4ccc(OC)cc4)cc3C(=O)N2C)O1	7.4
C[C@H](CO)N1C[C@H](C)[C@@H](CN(C)Cc2ccccn2)Oc2ncc(C#Cc3ccccc3)cc2C1=O	0.1
Cc1noc(C)c1NC(=O)N(C)C[C@@H]1Oc2ccc(NC(=O)C3CCCCC3)cc2C(=O)N([C@H](C)CO)C[C@H]1C	-0.7
O=C(C1CCOCC1)N1CC[C@@H]2[C@H](CO)Nc3ccc(-c4cccc(F)c4)cc3[C@@H]21	-1.1
C[C@@H]1CCCCO[C@@H](CN(C)Cc2ccc(C(F)(F)F)cc2)[C@H](C)CN([C@H](C)CO)C(=O)c2cc(NC(=O)CCCN(C)C)ccc2O1	7.1
C[C@@H]1CN([C@H](C)CO)C(=O)c2cccc(NC(=O)Nc3ccccc3)c2O[C@H]1CN(C)Cc1ccc(-c2ccccc2)cc1	1.3
Cc1noc(C)c1NC(=O)N(C)C[C@H]1Oc2c(NC(=O)NC(C)C)cccc2C(=O)N([C@@H](C)CO)C[C@H]1C	-0.7
Cc1noc(C)c1NC(=O)Nc1ccc2c(c1)C(=O)N([C@H](C)CO)C[C@H](C)[C@@H](CN(C)C(=O)Nc1ccccc1)OCCCC[C@H](C)O2	1.7
C[C@@H]1CN([C@@H](C)CO)C(=O)c2cccc(NS(=O)(=O)c3ccc(F)cc3)c2O[C@H]1CN(C)CC1CCCCC1	1.8
OC[C@H]1[C@H]2c3ccccc3NC[C@H]2N1CC1CCOCC1	4.1

Other entries follow:
SMILES	Mtb BioA inh
CCC(=O)Nc1ccc2c(c1)C(=O)N(C)[C@@H]1CC[C@@H](CC(=O)NC3CCCC3)O[C@H]1CO2	0.2
C[C@H](CO)N1C[C@H](C)[C@@H](CN(C)C(=O)C2CCCCC2)OCCCC[C@H](C)Oc2ccc(NC(=O)Nc3cccc4ccccc34)cc2C1=O	-2.9
C[C@H](O)C#Cc1cnc2c(c1)C(=O)N([C@H](C)CO)C[C@H](C)[C@@H](CN(C)CC1CCCC1)O2	-2.1
C[C@@H]1CN([C@H](C)CO)S(=O)(=O)c2ccc(C#CC(C)(C)O)cc2O[C@H]1CN(C)Cc1ccc(-c2ccccc2)cc1	-3.5
C[C@H]1CN([C@@H](C)CO)C(=O)Cc2cc(NC(=O)Nc3ccc(F)cc3)ccc2O[C@H]1CN(C)C(=O)Nc1ccccc1	3.4
COc1ccc(NC(=O)N2C[C@@H](O)COC[C@@H]3O[C@H](CC(=O)N4CCOCC4)CC[C@H]32)cc1	-1.4
Cc1ccc(S(=O)(=O)N[C@H]2CC[C@@H](CCNC(=O)C3CCC3)O[C@H]2CO)cc1	1.8
C[C@@H]1CN([C@@H](C)CO)S(=O)(=O)c2ccc(C3=CCCCC3)cc2O[C@@H]1CN(C)C(=O)CN(C)C	0.3
C[C@@H]1CN([C@@H](C)CO)C(=O)Cc2cc(NC(=O)Nc3ccccc3)ccc2O[C@@H]1CN(C)Cc1ccc(Oc2ccccc2)cc1	-3.5
CCC(=O)N1C[C@H](C)[C@H](OC)CN(C)C(=O)c2cc(NC(=O)Nc3ccccc3)ccc2OC[C@H]1C	1.4
C[C@H]1CN([C@@H](C)CO)C(=O)Cc2cc(NC(=O)C3CC3)ccc2O[C@@H]1CN(C)Cc1ccc(C(=O)Nc2ccccc2N)cc1	-0.3
CNC[C@@H]1Oc2ccc(NC(=O)NC(C)C)cc2CC(=O)N([C@@H](C)CO)C[C@H]1C	-2.1
C=CC1CN(S(=O)(=O)c2ccc(Br)cc2)C(=O)N1c1ccc(Br)cc1 (configuration not stated)	-2.9
O=C(C[C@H]1CC[C@@H]2[C@H](COC[C@@H](O)CN2Cc2ccccc2)O1)N1CCOCC1	-0.3
C[C@@H]1CN([C@H](C)CO)C(=O)c2cc(N(C)C)ccc2O[C@@H](C)CCCCO[C@H]1CN(C)Cc1ccc(C(=O)O)cc1	0.3
C/C=C/c1ccc([C@H]2[C@@H](CNCC)N(c3nc(C)c(C)s3)[C@H]2CO)cc1	4.6
C[C@@H](NC(=O)C[C@H]1CC[C@H]2[C@@H](COC[C@H](O)CN2C(=O)Nc2cccc(Cl)c2)O1)c1ccccc1	-0.3
CCCC(=O)Nc1ccc2c(c1)OC[C@H](C)N(C(=O)C1CCCC1)C[C@H](C)[C@@H](OC)CN(C)C2=O	-0.5
O=C(C[C@@H]1CC[C@@H](NC(=O)Nc2cc(F)ccc2F)[C@@H](CO)O1)Nc1ccccc1	-1.4
COc1ccc(-c2ccc([C@@H]3[C@@H](C#N)N(C(=O)C4CC4)[C@H]3CO)cc2)cc1	-7.9
O=C(Cc1ccncc1)NCC[C@@H]1CC[C@H](NC(=O)C2CCOCC2)[C@H](CO)O1	4.0
COc1cccc(S(=O)(=O)N[C@@H]2CC[C@@H](CCn3cc(-c4ccccc4)nn3)O[C@@H]2CO)c1	-0.8
C[C@H](CO)N1C[C@H](C)[C@H](CN(C)C)OCCCC[C@H](C)Oc2ccc(NC(=O)C3CCCCC3)cc2C1=O	1.9
